BoNT-F LC inh = inhibitors of Botulinum neurotoxin F light chain protease. Multiplex microsphere protease cleavage assay, flow cytometry. inhibition, % at 10 µM. 0.22% of 360,000 active; in the data active means inhibition above about 35%, passing the limit was not always enough; inconclusive means no clear call, values can overlap the other calls; further: plate controls were buffer without enzyme for full effect and enzyme alone for no effect
UGM FP inh = blocks M. tuberculosis UGM enzyme. inhibition, % at 10 µM. purified UGM, fluorescence polarization probe displacement. P9WIQ1. 0.06% of 320,000 active. AID 504406; in the data active means inhibition above about 10%, passing the limit was not always enough; inconclusive means no clear call, values can overlap the other calls
Target sequence (P9WIQ1 whole entry, looked up): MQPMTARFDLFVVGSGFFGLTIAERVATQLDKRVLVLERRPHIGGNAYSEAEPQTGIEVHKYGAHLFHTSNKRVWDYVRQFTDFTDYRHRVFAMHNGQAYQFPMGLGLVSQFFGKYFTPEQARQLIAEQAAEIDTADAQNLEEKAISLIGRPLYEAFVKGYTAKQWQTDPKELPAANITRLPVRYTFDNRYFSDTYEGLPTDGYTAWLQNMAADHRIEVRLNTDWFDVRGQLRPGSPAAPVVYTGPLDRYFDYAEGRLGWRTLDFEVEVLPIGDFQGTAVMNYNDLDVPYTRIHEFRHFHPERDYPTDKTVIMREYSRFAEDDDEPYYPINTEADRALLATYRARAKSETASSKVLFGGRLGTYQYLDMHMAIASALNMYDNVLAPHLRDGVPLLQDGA
FBA Mtb inh = inhibits M. tuberculosis FBA enzyme | P9WQA3 | purified M. tuberculosis FBA, fluorescence read-out | inhibition, % at 1 µM | 2.3% of 360,000 active | AID 588726; in the data active means inhibition above about 27%;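 further: 0% = vehicle and 100% = reference inhibitor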
Target sequence (P9WQA3 whole entry, looked up): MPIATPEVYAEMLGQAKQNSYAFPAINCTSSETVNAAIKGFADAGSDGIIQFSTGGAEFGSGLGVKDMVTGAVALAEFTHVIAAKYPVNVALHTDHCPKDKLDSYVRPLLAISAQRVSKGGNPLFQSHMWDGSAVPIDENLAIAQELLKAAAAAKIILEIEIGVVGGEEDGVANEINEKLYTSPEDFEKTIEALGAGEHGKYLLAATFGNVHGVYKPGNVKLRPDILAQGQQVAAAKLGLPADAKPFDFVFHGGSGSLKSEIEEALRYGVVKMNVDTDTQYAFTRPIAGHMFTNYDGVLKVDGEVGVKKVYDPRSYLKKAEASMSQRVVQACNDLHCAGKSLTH
GDH-TPI counter = inhibits GDH-TPI coupling enzymes, artifact for Mtb FBA screen; GDH-TPI coupled enzyme counterscreen, NADH absorbance; inhibition, % at 4.8 µM; 1.2% of 360,000 active; AID 588335;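 further: 0% = DMSO wells and 100% = wells lacking the enzyme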
BoNT A protease = inhibitors of Botulinum neurotoxin A light chain protease. 0.17% of 360,000 active. inhibition, % at 10 µM. multiplex microsphere protease substrate cleavage, flow cytometry. AID 588499; in the data active means inhibition above about 30%; inconclusive means no clear call, values can overlap the other calls; further: plate controls were buffer without enzyme for full effect and enzyme alone for no effect
BioA inh = BioA (M. tuberculosis) enzyme inhibition. purified M. tuberculosis BioA enzyme, plate reader. inhibition, % at 9.99 µM. 0.096% of 360,000 active; in the data active means inhibition above about 40%; inconclusive means no clear call, values can overlap the other calls
FadD28 binding = inhibitors of Mycobacterium tuberculosis FadD28 bisubstrate binding; FadD28 bisubstrate probe binding, fluorescence polarization; inhibition, % at 12.5 µM; 0.22% of 360,000 active; AID 588549; in the data active means inhibition above about 8.5%, passing the limit was not always enough; inconclusive means no clear call, values can overlap the other calls
PrPC surface inh = inhibitors of human cell surface prion protein PrPC; P04156; TR-FRET read-out; inhibition, % at 13.8 µM; 0.43% of 370,000 active; AID 720596; in the data active means inhibition above about 24%; further: 0% = median of the test wells and 100% = reference compound wells
CCHFV vOTU inh = CCHFV vOTU protease inhibition; Pep-AMC fluorescence; inhibition, % at 11.5 µM; 0.55% of 370,000 active; further: 0% = vehicle wells with enzyme and 100% = no enzyme wells
* = called active by the depositor; ? = inconclusive; · = no result given; + = active, no number. Unless noted, no stated cut-off is given here; in the data, active means inhibition above about 30%; inactive means the rest.

SMILES	BoNT-F LC inh	UGM FP inh	FBA Mtb inh	GDH-TPI counter	BoNT A protease	BioA inh	FadD28 binding	PrPC surface inh	CCHFV vOTU inh
O=C(Nc1ccncc1)Nc1ccc(Cl)cc1	-3	-2.7	1	4	-2.0	-2.8	-5.9	9	-3
COCc1cc(=O)n2[nH]c(-c3cccs3)cc2n1	?	-1.0	30*	-7	2.2	0.1	-5.0	14	-13
CCC(=O)Nc1ccc2oc(-c3cccnc3)nc2c1	1	2.3	172*	25	0.5	5.4	-0.4	0	-40
Cn1c(NNC(=O)CCC2CCCCC2)cc(=O)n(C)c1=O	1	0.8	-1	-1	0.6	-1.8	-3.9	-4	-3
COc1ccc(C(C(=O)NC2CCCCC2)N(CC2CCCO2)C(=O)C2COc3ccccc3O2)cc1OC (configuration not stated)	-11	3.2	2	-1	-0.1	-4.3	0.9	7	-2
CCCCOC(=O)c1ccc(NC(=O)c2c(OC)cccc2OC)cc1	1	-1.2	0	6	-0.4	·	-0.5	6	9
COc1cc(/C=C(\NC(C)=O)C(=O)N2CCCCC2)ccc1OC(C)=O	?	0.2	2	-3	1.5	-0.4	-0.4	4	-19
CCOCCCNC(=O)C1CCCN1S(=O)(=O)c1ccc(Cl)cc1 (configuration not stated)	6	1.4	0	1	0.3	0.9	0.2	-1	-4
O=S(=O)(Nc1c(O)ccc2ccccc12)c1ccc(F)cc1	?	3.3	2	2	10	·	-0.9	-5	2
c1ccc(NCc2nc(-c3ccccc3)no2)cc1	-8	-1.4	0	6	0.3	-0.8	-1.7	3	-4
COc1ccc(CSCC(=O)N/N=C/c2ccccc2O)cc1	3	2.6	2	4	-1.1	·	-1.7	0	-8
C=CCNC(=O)C1CC(=O)N(c2ccc(OCC(=O)Nc3ccccc3)cc2)C1 (configuration not stated)	-4	-1.7	3	-8	0.2	-1.1	-1.8	-1	-15
C=CCNC(=O)C1CC(=O)N(c2ccc(C)cc2)C1 (configuration not stated)	3	-0.8	4	0	-0.3	-0.4	-2.7	-3	-2
COc1ccc(C(C)=O)cc1CC1(C)C(=O)Nc2ccc(OC(F)(F)F)cc21 (configuration not stated)	2	·	0	4	-0.5	5.6	-2.5	17	11
COc1cc(/C=C2\CC/C(=C\c3ccc(OCCO)c(OC)c3)C2=O)ccc1OCCO	4	1.6	-17	23	6.3	·	1.1	-9	6
COc1ccc(NS(=O)(=O)c2ccc3nc(COc4cccc5ccccc45)[nH]c3c2)cc1	-8	0.3	0	0	-0.7	-1.0	-11	-1	6
COc1ccc(NC(=O)C2CCCN(S(=O)(=O)c3cccs3)C2)cc1OC (configuration not stated)	0	1.4	4	19	-0.2	2.2	-0.3	7	16
O=C(CSc1nc(-c2ccc(F)cc2)nc2ccc(F)cc12)Nc1cccc(C(=O)O)c1	1	0.6	-2	6	0.0	·	-2.7	11	0
Cc1c(C(=O)N2CCN(S(=O)(=O)c3ccccc3)CC2)oc2ccc(Br)cc12	1	·	1	1	0.3	-0.7	-3.1	13	3
COc1cccc(C(=O)NN2C(=S)N(c3ccccc3)C(=O)C2CC(N)=O)c1 (configuration not stated)	?	2.8	4	24	-5.4	·	-0.6	8	-5
O=C(O)c1oc2ccccc2c1CN1CCN(c2ccccc2)CC1	-1	2.1	1	-2	-0.5	1.7	-2.7	-3	4
CCc1ccc(NC(=O)C(NS(=O)(=O)c2ccc3c(c2)CCN3C(C)=O)C(C)C)cc1 (configuration not stated)	8	1.2	3	2	-0.6	0.3	-2.5	6	19
O=C1[C@H](Cc2ccccc2)NCC=CC[C@H](c2ccco2)N1Cc1ccccc1	-10	·	-2	8	-0.6	-0.5	-4.3	1	6
O=C1c2ccccc2C(=O)N1CC(=O)N1c2ccccc2Sc2ccccc21	-14	0.6	-1	9	-3.8	-0.3	-0.6	-8	8
Clc1ccccc1N1CCN(Cc2ccco2)CC1	50*	-0.2	3	3	2.0	-0.7	-0.2	-2	11

Part of the list above, set out differently.
molecule | BoNT-F LC inh | UGM FP inh | FBA Mtb inh | GDH-TPI counter | BoNT A protease | BioA inh | FadD28 binding | PrPC surface inh | CCHFV vOTU inh
COc1cc(/C=C(\NC(C)=O)C(=O)N2CCCCC2)ccc1OC(C)=O | ? | 0.2 | 2 | -3 | 1.5 | -0.4 | -0.4 | 4 | -19
CCOCCCNC(=O)C1CCCN1S(=O)(=O)c1ccc(Cl)cc1 (configuration not stated) | 6 | 1.4 | 0 | 1 | 0.3 | 0.9 | 0.2 | -1 | -4

Continued:
SMILES	BoNT-F LC inh	UGM FP inh	FBA Mtb inh	GDH-TPI counter	BoNT A protease	BioA inh	FadD28 binding	PrPC surface inh	CCHFV vOTU inh
O=C(Nc1ccc(F)cc1)N1CCN(C(=O)C2CCCO2)CC1 (configuration not stated)	-2	1.8	-3	-5	0.8	1.4	-2.6	-2	10
Cc1ccc(S(=O)(=O)c2c(N)n(C)c3nc4ccccc4nc23)cc1	30	0.7	195*	17	2.3	2.7	-8.2	5	-186
CSc1ccc(/C=C/C(=O)Nc2ccccc2)cc1	-3	-1.6	0	14	-1.0	-0.8	-1.8	7	7
Cc1cc(C2C(C#N)=C(N)OC3=C2C(=O)CC(C)(C)C3)c(C)s1 (configuration not stated)	-4	-0.7	2	-5	-0.5	16	-5.7	-1	-3
CCc1ccc(OCC(=O)N/N=C(\C)c2ccc(O)cc2O)cc1	-6	·	0	2	-0.8	0.5	-4.3	-1	5
c1ccc(NCCSc2nc3ccccc3s2)cc1	-6	·	2	10	-0.1	·	-0.4	1	2
Cc1ccc(N2CCN(C(=O)C3CCN(S(=O)(=O)c4cccc5nsnc45)CC3)CC2C)cc1 (configuration not stated)	-17	·	-2	13	-1.7	·	-3.5	-4	7
COC(=O)c1cc(S(=O)(=O)N2CCCC(C)C2)c[nH]1 (configuration not stated)	-2	-3.0	1	-5	-0.7	0.4	-4.4	8	3
COc1ccc(CN2CCNC(=O)C2CC(=O)NCC2CCOCC2)cc1C (configuration not stated)	3	·	6	3	-1.6	2.1	-1.9	0	9
CCSc1nc2sc3c(c2c(=O)n1-c1ccccc1C)CCN(C)C3	5	-0.8	11	28	16	2.3	-1.5	1	8
CCOc1cc(CNCCO)cc(Br)c1OCc1cccs1	-13	-0.2	-4	-4	0.4	·	-5.5	·	·
O=C(Nc1ccc2c(c1)OCO2)C1CCN(S(=O)(=O)c2ccc3c(c2)OCCO3)CC1	-8	-0.3	0	13	-0.4	-0.1	-1.9	-3	-7
Cc1ccc(-n2c(COc3ccccc3)n[nH]c2=S)cc1	-4	1.0	-2	-3	-0.5	1.0	-3.5	5	-3
CC(CN1CCN(C)CC1)OC(=O)c1cccc(F)c1 (configuration not stated)	-14	-0.7	-1	-2	-0.4	6.3	-0.3	3	-4
CC(C)(C)C1CCC(OC(=O)CCC(=O)Nc2ccccc2)CC1 (configuration not stated)	-1	1.9	-4	-10	0.6	·	-4.5	1	-1
Cc1ccc(NC(=O)c2nc[nH]c2C(=O)NCC(=O)OC(C)(C)C)cc1	-9	-1.2	0	15	-0.9	-1.2	0.0	2	12
O=C(Cn1cnc2c(nnn2Cc2ccc(F)cc2)c1=O)OCc1ccccc1	10	0.7	-3	10	0.3	0.0	1.5	6	-5
O=C(c1cc2cc(F)ccc2[nH]1)N1CCN(c2cccc(Cl)c2)CC1	10	0.5	0	-1	-0.8	-4.0	-0.6	2	-11
CCn1c(=O)c([N+](=O)[O-])c(Cl)c2ccccc21	-1	0.7	0	-3	0.9	·	-5.1	·	·
Cc1cccc(NC(=S)NCc2ccc3c(c2)OCO3)c1	4	-0.4	1	-8	-0.6	·	-2.1	4	-4
CC1(C)Cc2c(c(-c3ccco3)nc3sc4c(NCCCO)ncnc4c23)CO1	12	4.5	37*	48*	2.2	-1.6	-14	7	-47
CN(C)CC(CCCCC(CN(C)C)C(=O)c1ccccc1)C(=O)c1ccccc1 (configuration not stated)	-11	·	7	0	-0.5	·	-1.6	-3	14
O=C(CN1CCN(C(=O)c2cncn2-c2ccc(F)cc2)CC1)Nc1ccccc1C(F)(F)F	1	-0.2	3	8	2.8	-2.5	-0.3	-3	11
CC(C(=O)NCCCc1ccccc1)c1ccc([N+](=O)[O-])cc1 (configuration not stated)	-5	-1.0	0	-1	-0.7	·	0.3	-4	-11
COc1ccc(Nc2nc(C)cc(=O)[nH]2)cc1	-1	1.0	2	11	1.2	1.4	-0.1	1	-15
The results go on:
SMILES	BoNT-F LC inh	UGM FP inh	FBA Mtb inh	GDH-TPI counter	BoNT A protease	BioA inh	FadD28 binding	PrPC surface inh	CCHFV vOTU inh
CCOc1ccc(/C=C/C(=O)OCC(=O)c2ccccc2OC)cc1OC	-11	0.4	7	20	-5.5	-0.7	-1.1	·	·
Cn1c(CCNS(=O)(=O)c2ccccc2)nnc1SCc1cccnc1	-3	0.1	-1	3	1.4	1.0	-4.0	-2	5
Cc1cc(C)cc(N(C(=O)c2ccc3c(c2)OCO3)C2C=CS(=O)(=O)C2)c1 (configuration not stated)	-4	-0.8	1	6	-0.3	0.7	-0.8	-5	-4
CCCCNC(=O)N1CCN(c2ncccn2)CC1	2	-0.2	0	2	0.2	·	-1.2	4	11
CCOc1ccc(C(=O)CCC(=O)Nc2cccc(S(=O)(=O)N3CCCCC3)c2)cc1	-17	0.1	3	-8	-5.2	-0.3	0.7	12	6
CCNc1nc2nc3ccc(C)cn3c(=O)c2cc1C(=O)NCC1CCCO1 (configuration not stated)	-5	1.9	+	-3	0.5	·	-2.0	-68	-354
COCc1nnc(NC(=O)c2cc(OC)c(OC)cc2[N+](=O)[O-])s1	2	0.8	1	4	-1.1	·	-0.6	-7	-1
CCCCCCC1CCC(C(=O)N2CCOCC2)CC1 (configuration not stated)	2	1.4	0	3	-0.1	·	-1.7	8	-8
COC(=O)CSc1nnc(CCc2nc3ccccc3[nH]2)n1C	9	-0.8	3	2	0.4	1.4	0.6	1	10
COc1ccc(NC(=O)CN(C)C(=O)CNC(=O)c2sc3ccccc3c2Cl)cc1	4	2.1	-4	-1	1.1	-1.4	-2.5	-5	5
COCCNC(=O)C(c1ccc(Cl)cc1)N(C(=O)Cn1nnc2ccccc21)c1cccnc1 (configuration not stated)	3	8.1	2	5	-0.2	-1.3	-0.6	·	·

Quoted from the listing for reference:
SMILES	BoNT-F LC inh	UGM FP inh	FBA Mtb inh	GDH-TPI counter	BoNT A protease	BioA inh	FadD28 binding	PrPC surface inh	CCHFV vOTU inh
CCOc1ccc(/C=C/C(=O)OCC(=O)c2ccccc2OC)cc1OC	-11	0.4	7	20	-5.5	-0.7	-1.1	·	·
Cn1c(CCNS(=O)(=O)c2ccccc2)nnc1SCc1cccnc1	-3	0.1	-1	3	1.4	1.0	-4.0	-2	5
Cc1cc(C)cc(N(C(=O)c2ccc3c(c2)OCO3)C2C=CS(=O)(=O)C2)c1 (configuration not stated)	-4	-0.8	1	6	-0.3	0.7	-0.8	-5	-4
CCCCNC(=O)N1CCN(c2ncccn2)CC1	2	-0.2	0	2	0.2	·	-1.2	4	11
CCOc1ccc(C(=O)CCC(=O)Nc2cccc(S(=O)(=O)N3CCCCC3)c2)cc1	-17	0.1	3	-8	-5.2	-0.3	0.7	12	6
CCNc1nc2nc3ccc(C)cn3c(=O)c2cc1C(=O)NCC1CCCO1 (configuration not stated)	-5	1.9	+	-3	0.5	·	-2.0	-68	-354
COCc1nnc(NC(=O)c2cc(OC)c(OC)cc2[N+](=O)[O-])s1	2	0.8	1	4	-1.1	·	-0.6	-7	-1
